Screening results: PubChem BioAssay, several laboratories
MT1-MMP txn act: MT1-MMP promoter reporter activation – cell-based, luciferase luminescence, primary screen; activation factor at 10 µM; 0.16% of 86,000 active; HT1080 MT1-MMP promoter luciferase reporter, overnight; stronger effect = higher value;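 active means activation factor of at least 2 for MT1-MMP transcription at 10 µM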
ERb SRC1 inh: inhibitors of ERβ-SRC1 coactivator interaction, primary screen, biochemical, TR-FRET, ERβ LBD, SRC-1 peptide | inhibition, % at 25.6 µM | 1.3% of 86,000 active | TR-FRET ER-beta LBD / SRC1-Cy5 peptide binding; receptor agonist-loaded with 1 µM estradiol;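 active means compounds whose percent inhibition of the receptor-coactivator binding signal exceeds about 50% in the single-dose screen, limit read from the data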;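 further: 0% = receptor plus peptide wells without compound and 100% = peptide-only wells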
ERa SRC1 inh: ERα–SRC-1 coactivator interaction inhibitors, primary screen, biochemical, TR-FRET, ERα LBD, estradiol-bound | TR-FRET ER-alpha LBD / SRC-1 peptide | inhibition, % at 25.6 µM | 1.7% of 86,000 active | AID 629, 2007; in the data active means inhibition above about 50%;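 further: 0% = receptor plus peptide control and 100% = peptide only without receptor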
Target sequence (P03372 whole entry, looked up, the tested form may be a part): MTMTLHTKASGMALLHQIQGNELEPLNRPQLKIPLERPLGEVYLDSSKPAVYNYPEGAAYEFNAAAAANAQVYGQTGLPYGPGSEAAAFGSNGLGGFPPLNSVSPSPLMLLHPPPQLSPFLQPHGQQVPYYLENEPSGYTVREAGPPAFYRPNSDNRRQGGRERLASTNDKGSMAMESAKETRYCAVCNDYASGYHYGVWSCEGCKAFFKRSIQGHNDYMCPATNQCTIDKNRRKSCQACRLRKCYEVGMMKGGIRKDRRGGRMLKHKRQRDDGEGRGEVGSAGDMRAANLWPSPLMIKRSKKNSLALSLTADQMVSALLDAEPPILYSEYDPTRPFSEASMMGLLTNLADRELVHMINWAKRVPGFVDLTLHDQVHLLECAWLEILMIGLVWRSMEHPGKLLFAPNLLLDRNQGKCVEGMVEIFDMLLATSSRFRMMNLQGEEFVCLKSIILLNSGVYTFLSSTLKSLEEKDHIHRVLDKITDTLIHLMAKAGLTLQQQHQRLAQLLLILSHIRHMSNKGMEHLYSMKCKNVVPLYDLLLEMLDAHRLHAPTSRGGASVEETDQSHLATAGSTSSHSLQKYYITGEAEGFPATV
H69AR growth 86K: proliferation blockers of H69AR lung cancer cells, primary screen, cell-based, human, 86K library; viability, % at 10 µM; H69AR lung tumor viability, ATP luminescence, 72 h; stronger effect = lower value; 6% of 85,000 active; AID 598, 2007;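 active means viability at or below 40%; inactive means viability above 40%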;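 further: multidrug resistant small cell line overexpressing MRP-1 efflux transporter; 100% = mean luminescence of untreated control wells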
Smad3 FoxH1 inh: Smad3/FoxH1 peptide binding inhibitors, primary screen, biochemical, TR-FRET; 0.29% of 88,000 active; inhibition, % at 25 µM; TR-FRET Smad3/Dy647-FoxH1 peptide binding, europium anti-His; AID 630, 2007;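 active means compounds that reduce the energy-transfer binding signal between the protein and its labelled peptide by more than half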;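 further: 0% = Smad3 plus labelled peptide maximal FRET and 100% = peptide-only background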
Target sequence (P84022 whole entry, looked up): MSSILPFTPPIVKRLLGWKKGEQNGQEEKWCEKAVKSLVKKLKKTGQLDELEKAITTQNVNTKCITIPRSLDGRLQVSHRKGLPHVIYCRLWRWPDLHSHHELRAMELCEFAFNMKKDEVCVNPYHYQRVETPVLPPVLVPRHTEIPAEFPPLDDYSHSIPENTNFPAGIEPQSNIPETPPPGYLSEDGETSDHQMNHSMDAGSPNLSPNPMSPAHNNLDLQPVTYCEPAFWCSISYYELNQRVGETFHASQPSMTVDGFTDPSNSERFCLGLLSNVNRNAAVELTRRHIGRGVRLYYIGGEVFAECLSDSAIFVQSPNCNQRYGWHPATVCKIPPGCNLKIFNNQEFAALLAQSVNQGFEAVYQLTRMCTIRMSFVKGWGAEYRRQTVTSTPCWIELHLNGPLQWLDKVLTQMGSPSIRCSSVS
ERa coact pot: enhancers of ERα–SRC-1 coactivator binding, primary screen, biochemical, TR-FRET, ERα LBD, low estradiol. Estrogen receptor (Homo sapiens), P03372. TR-FRET ERalpha-LBD/SRC-Cy5 coactivator binding, 2 h; 100 = basal binding, no effect. coactivator binding (% of control), % at 25.6 µM. 1.3% of 86,000 active. AID 639, 2007; in the data active means activity above about 200%;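 further: binding measured in presence of low estradiol as agonist stimulus; 0% = peptide alone without receptor and 100% = receptor with peptide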
Lung fibro prol: antiproliferative effect on LL 47 fibroblasts – human, LL 47 cells, CellTiter-Glo luminescence, primary screen; LL 47 human lung fibroblast viability, ATP luminescence; stronger effect = lower value; viability, % at 10 µM; 1.1% of 85,000 active;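 active means viability at or below 50% in the single dose screen; inactive means viability above 50%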;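 further: compound exposure lasted 72 h before the ATP readout; 100% = median luminescence of untreated cell-only wells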
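Assay system: human lung fibroblast line LL 47, low passage. Input: 1,150 fibroblasts seeded per well. Times: overnight cell rest, 72 h compound treatment at 37 °C. Evaluation: % viability of median cell-only signal. Technique: luminescent ATP detection, CellTiter-Glo. Control set: cell-only wells, no compound.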
HUVEC inhibit: inhibitors of HUVEC proliferation, primary screen, cell-based, 384-well; CellTiter-Glo luminescence, 72 h; stronger effect = lower value; viability, % at 10 µM (by protocol); 1.1% of 86,000 active; AID 648, 2007;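 active means viability at or below 30%; inactive means viability above 30%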;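 further: 100% = median luminescence of DMSO-only cell control wells on each plate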
CD11b adhes enh: enhancers of CD11b/CD18 adhesion to fibrinogen, primary screen, K562 cells, luminescence. 0.07% of 93,000 active. activation, % at 10 µM. ATPlite luminescence. Integrin beta-2 (Homo sapiens) + Integrin alpha-M (Homo sapiens), P05107+P11215;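 active means 10 µM primary screen giving 50% or more activity, confirmed by 40% or more on retest at that dose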; further: strong numbers were not always called active
* hit, by the source's call; x = not tested or not shown; [ ] = another dose, or the depositor's remark. A portion of the library; the hit share may differ from the screen's.

SMILES	MT1-MMP txn act	ERb SRC1 inh	ERa SRC1 inh	H69AR growth 86K	Smad3 FoxH1 inh	ERa coact pot	Lung fibro prol	HUVEC inhibit	CD11b adhes enh
CCOC(=O)CNC(=O)CSc1nnc(Cn2c(=O)sc3ccccc32)n1C	1	-6[fluorescence artefact?]	5	100	-11	108	98	104	x
N#Cc1nc(COc2ccc(F)cc2)oc1N1CCN(Cc2ccccc2)CC1	1.1	-19	-11	109	0	97	99	105	x
O=c1c2cnn(-c3ccccc3)c2ncn1Cc1ccccc1	1	-18	-15	112	0	110	97	100	x
Cc1ccc(Cn2ccc(NC(=O)c3cc(-c4cccc(Cl)c4)on3)n2)cc1	1	2	4[fluorescence artefact?]	73	-11	104	91	62	-4
CS(=O)(=O)Nc1ccccc1C(=O)Nc1ccccc1Cl	1.2	-2	17	96	15	107	101	88	x
COc1ccc(OC)c(NC(=O)CSc2nnc(CNc3ccc(F)cc3)o2)c1	1.1	3	2	89	-10	117	94	87	3
CCCC(C)C(=O)Nc1ccc(Cl)cn1 (centres undefined)	1.3	4	-12	106	-8	115	99	94	-3
COc1ccccc1C(c1nnnn1Cc1ccccc1)N1CCN(c2nc3ccccc3s2)CC1 (centres undefined)	1.1	2	-1	72	3[fluorescence artefact?]	108	101	103	-1
Cc1cc(C)nc(-n2nc(C)cc2NC(=O)c2ccc3c(c2)OCO3)n1	1.1	2	0	86	-7	105	x	114	0
CC(O)c1cccc(NC2=CC(=O)CC(C)(C)C2)c1 (centres undefined)	1.1	9	2	96	-9	110	99	105	-5
C=Cn1nc(C)c2ccccc2c1=O	0.9	-3[fluorescence artefact?]	-6	105	-4	117	102	96	2
O=C(COc1ccc(F)cc1)N1CCC(c2ccccc2)C1 (centres undefined)	2.1*	2	3	99	-3	112	118	100	x
CC1(C)CC(NC(=O)COc2ccc3ccccc3c2)CC(C)(C)N1	1.3	5	1	70	-7	84	95	82	-4
Cc1ccc(OCC(=O)n2cnnc2N)c(C)c1	1.5	-8	-6	x	2	124	97	87	4
O=C(CSc1ncn[nH]1)c1ccc2c(c1)OCCO2	1.4	-5[fluorescence artefact?]	-16	92	10	105	97	89	2
CC(=O)Nc1ccc(NC(=O)CN2CCCC(C)C2)c(Cl)c1 (centres undefined)	1.4	-9	-6	107	-10	123	103	98	-2
CCCc1nc2ccccc2c(C(=O)OCc2nnc(-c3cc(OC)c(OC)c(OC)c3)o2)c1CC	1.2	9[fluorescence artefact?]	-2	50	-6	122[fluorescence artefact?]	94	63	-2
O=C(O)C(Cc1ccccc1)n1cnnn1 (centres undefined)	1.1	0	-7	96	0	120	94	102	-8
O=C(CCS(=O)(=O)c1ccccc1)Nc1nccs1	0.9	-5[fluorescence artefact?]	-2	50	17[fluorescence artefact?]	108[fluorescence artefact?]	89	97	0
CCNc1nc(N2CCOCC2)nc(N(c2ccccc2)c2ccccc2)n1	1.1	11	4	81	-11	99	89	74	0
CC(=O)Nc1c(C(=O)N2CCCCCC2)cnn1-c1ccccc1Cl	1.2	3	0	91	9	101	101	102	x
O=C(Nc1ccccc1)c1ccccc1OCC(O)CN1C(=O)c2ccccc2S1(=O)=O (centres undefined)	1	-12	-6	89	2	131	97	82	3
C=CCn1cnc2c(c1=O)c1nc3ccccc3nc1n2-c1ccccc1	1.1	28	-4[fluorescence artefact?]	77	4	96	102	102	-2
Cn1ncc(N=Cc2ccccc2O)c1C(=O)N1CCOCC1	1.2	-3	-1	90	1	121	98	88	-3
COc1ccc(-c2ccc(OC)cc2C(=O)O)cc1	1.1	21[fluorescence artefact?]	24	100	-11	115	106	102	-5
CCS(=O)(=O)N1CCN(S(=O)(=O)c2ccc(F)cc2)CC1	x	2[fluorescence artefact?]	5	102	-23	119	107	99	x
CC1(C)Cn2c(nnc2-c2cccc(O)c2)S1	1.2	7	0	97	4	105	102	89	-3
CCOC(=O)C1CCCN(Cc2ccccc2Cl)C1 (centres undefined)	x	1	1	77	3	100	105	101	2
Cc1ccc(S(=O)(=O)N2CCOCC2)cc1C(=O)NCc1ccc(F)cc1	1.2	-3	5[fluorescence artefact?]	101	6	120[fluorescence artefact?]	91	86	1
O=C1Nc2ccccc2SC(c2ccccc2)C1O (centres undefined)	1.4	88*	95*	95	-2	15[fluorescence artefact?]	93	92	57
COCCCNC(=O)Cn1nnc(-c2ccc(NC(=O)c3ccccc3OC)cc2)n1	0.9	0[fluorescence artefact?]	-9	108	5	101	103	107	-2
COc1ccc(Cl)cc1C(=O)Nc1ccc(S(=O)(=O)N2CCCC2)cc1	1.1	9	-6	95	1	111	106	86	-1
O=C(CSc1ncccn1)c1ccccc1Br	1.2	4	-9	96	-15	91	95	93	x
CCn1c(/C=N/n2cnnc2)nc2ccccc21	1	6[fluorescence artefact?]	8	85	3	120	103	97	-6
CCCC(C)C(=O)Nc1ccc(Cl)cc1Cl (centres undefined)	1.2	-4	3	93	-1	84	108	105	-3
Cn1c(SCC(=O)c2ccc(F)cc2)nc2cccnc21	1.1	-4	11[fluorescence artefact?]	83	0	98	103	93	0
Cc1ccc2cc(C(c3nnnn3C3CCCC3)N(Cc3cccnc3)Cc3ccco3)c(=O)[nH]c2c1 (centres undefined)	1.1	0	10	78	17	108[fluorescence artefact?]	88	92	5
CCOC(=O)C1=C(C)NC(=O)CC1c1cc2c(cc1Br)OCO2 (centres undefined)	1.1	-35	-15	59	11	87[fluorescence artefact?]	93	101	-3
COC(=O)c1ccc(Cn2cc(Cl)cn2)cc1	1.2	-5	-4	100	-11	114	95	102	0
COc1ccc(S(=O)(=O)N2CCCN(CC(=O)Nc3ccc(OC)c(Cl)c3)CC2)cc1	1	6	4	2.1*	-3	101	103	98	x

2 successive entries out of the list so far, for reference:
SMILES	MT1-MMP txn act	ERb SRC1 inh	ERa SRC1 inh	H69AR growth 86K	Smad3 FoxH1 inh	ERa coact pot	Lung fibro prol	HUVEC inhibit	CD11b adhes enh
CC(=O)Nc1c(C(=O)N2CCCCCC2)cnn1-c1ccccc1Cl	1.2	3	0	91	9	101	101	102	x
O=C(Nc1ccccc1)c1ccccc1OCC(O)CN1C(=O)c2ccccc2S1(=O)=O (centres undefined)	1	-12	-6	89	2	131	97	82	3

Next part.
SMILES	MT1-MMP txn act	ERb SRC1 inh	ERa SRC1 inh	H69AR growth 86K	Smad3 FoxH1 inh	ERa coact pot	Lung fibro prol	HUVEC inhibit	CD11b adhes enh
CC(C)CC(=O)Nc1ccccc1N1CCOCC1	1.1	22[fluorescence artefact?]	6	82	4	102	105	107	5
O=C(Nc1ccc2nc(-c3ccco3)[nH]c2c1)c1ccco1	1.1	8	2	81	9	155	96	92	-3
CCC(c1nnnn1Cc1ccc2c(c1)OCO2)N1CCN(c2ccccc2)CC1 (centres undefined)	1.1	2[fluorescence artefact?]	4[fluorescence artefact?]	93	-6	100	102	108	-2
O=C(CCN1CCc2ccccc2C1)Nc1ccccc1	1.3	-2	-4	103	0	124	96	88	3
COc1ccc(-n2ncc3c(N4CCN(c5cc(C)ccc5C)CC4)ncnc32)cc1	1.2	-15	-1	64	-6	103	89	67	0
Cc1ccc(SCCNC(=S)Nc2cc(C)cc(C)c2)cc1	x	-6	-4	71	2	104	99	84	-3
FC(F)(F)c1cnc2c(-c3ccc(Cl)cc3Cl)noc2c1	1.2	-4[fluorescence artefact?]	0[fluorescence artefact?]	106	-2	112	110	111	1
Cc1ccn(C(=O)c2cc3ccccc3oc2=O)n1	1	2[fluorescence artefact?]	11	99	8	102	105	97	0
CCc1c(C(=O)Nc2ncn(Cc3cccc(C)c3)n2)csc1C	1.2	-11	-10	96	8	113	102	97	x
O=C(NC1(C(F)(F)F)C(=O)Nc2c1c(=O)[nH]c(=O)n2Cc1ccccc1)c1ccco1 (centres undefined)	1	-5	-1	85	8[fluorescence artefact?]	108	108	94	x
Cc1ccccc1C(=O)Nc1ccc(S(=O)(=O)N2CCN(C)CC2)cc1	1	5[fluorescence artefact?]	20	102	-4	108	91	102	-2
Nc1nc2n(n1)C(c1ccc(Cl)cc1)CC(c1ccc(F)cc1)N2 (centres undefined)	1	2	1	100	-7	102	99	97	0
Cc1cc(NC(=O)CSc2nc(C(C)C)nc3c2c(=O)n(C)c(=O)n3C)no1	1	-5[fluorescence artefact?]	8	93	1	104	95	101	-2
COc1ccc(S(=O)(=O)Cc2ccc(C(=O)NCc3cccnc3)o2)cc1	1	-10	-1	45	30[fluorescence artefact?]	110	95	98	-4
Oc1ccc(-c2nnc(-c3ccc(O)cc3)nn2)cc1	0.9	3	7	94	-4	68	109	104	-3
N#CC1=C(N)N(c2ccccc2)C(c2cccc([N+](=O)[O-])c2)C1(C#N)C#N (centres undefined)	1.1	13	-11	10*	-5	82	90	87	-4
CCc1c(C)c2ccc(OCC(=O)OC(C)C)c(C)c2oc1=O	1	-7	-2	95	9	108	93	99	-4
CCCCC(=O)Nc1ccc(NC(=O)C2CC2)cn1	1.2	-44	-33	102	5	103	94	109	-2
O=C1C(=O)N(Cc2cccnc2)C(c2ccccn2)/C1=C(/O)c1ccccc1 (centres undefined)	1.2	-9	-18	91	22	103	100	113	-3
COc1ccc(NC(=O)C2Cc3ccccc3C(=O)O2)cc1 (centres undefined)	1.3	20	-10	100	7	130	104	99	x

Taken from above:
MT1-MMP txn act, Cc1cc(NC(=O)CSc2nc(C(C)C)nc3c2c(=O)n(C)c(=O)n3C)no1 is entered as 1
Lung fibro prol, N#CC1=C(N)N(c2ccccc2)C(c2cccc([N+](=O)[O-])c2)C1(C#N)C#N (centres undefined) is entered as 90
Smad3 FoxH1 inh, COc1ccc(S(=O)(=O)Cc2ccc(C(=O)NCc3cccnc3)o2)cc1 is entered as 30[fluorescence artefact?]

Continued:
SMILES	MT1-MMP txn act	ERb SRC1 inh	ERa SRC1 inh	H69AR growth 86K	Smad3 FoxH1 inh	ERa coact pot	Lung fibro prol	HUVEC inhibit	CD11b adhes enh
O=S(=O)(c1cc(C(F)(F)F)ccc1Cl)N1CCCCCC1	1.1	-6	-3	91	-6[fluorescence artefact?]	100	94	56	9
COC(=O)C(C#N)C(c1cccnc1)c1c(C)[nH][nH]c1=O (centres undefined)	1.2	-4	-10	82	1	119[fluorescence artefact?]	107	106	0
c1ccc(N2CCN(c3nc4cc5c(cc4s3)OCO5)CC2)cc1	1.2	-6	-4	84	-4	105	93	111	-1
O=C(NCC(=O)N(c1ccc2c(c1)OCO2)C(C(=O)NC1CCCC1)c1cccs1)c1ccco1 (centres undefined)	1.1	32	5	103	-9	81	105	100	-3
Cc1ccccc1OCCCCn1cnc2ccccc21	1.3	-10	-1	74	3	83	103	46	-7
O=C(CN1CCCCC1)N1CCN(C(=O)CN2CCCCC2)CC1	1.1	-6	-8	82	5	130	101	104	-2
CCc1nc2nc(C)cc(Nc3cccc(C(F)(F)F)c3)n2n1	1.2	-10	0	58	10	118	85	89	-6
